Screening data from PubChem.
4MU fluor: compound fluoresces in the 4-MU spectral region | max dye-equivalent concentration, M | actives 11% (n = 59,000) | compound autofluorescence, 340/450 nm, 4-MU equivalents; active compounds read high
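Compounds in 100 mM Tris, pH 8.0, sat 15 min at room temperature before fluorescence was read at 340 nm excitation/450 nm emission; a per-plate six-point 4-MU standard curve converted signals to dye-equivalent concentration at each compound concentration.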
Epigenetic mod: epigenetic modulators derepressing GFP locus in mouse cells; Potency, µM (doses to about 46.1 µM), for the others: at the top dose GFP derepression (activation); mouse C127i GFP locus derepression, cytometry, 30 h; actives 0.09% (n = 68,000); active = well fitted curve in the direction sought with a large enough effect; inconclusive = small, poorly fitted or top-dose-only effect; also: % of control where 0% means no effect
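Murine C127i mammary cells carrying a silenced, stably integrated CMV-driven GFP reporter were treated with compound for 30 hours at 37 C. After PBS washes, GFP-positive cells were counted by laser-scanning microplate cytometry.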
A350 autofl: compound fluoresces in the Alexa 350 spectral region | Compound autofluorescence, 340/450 nm, Alexa 350 dye-equivalents; active compounds read high | max dye-equivalent concentration, M | actives 11% (n = 59,000)
Starred values were filed as active, the others as inactive; i = inactive; ? = inconclusive; [ ] = another dose, or the depositor's remark. Rule as the data show it, unless noted: active = max dye-equivalent concentration above about 10 nM; inconclusive = mostly about 1.1 nM to 9.6 nM; inactive = weaker than that.

SMILES	4MU fluor	Epigenetic mod	A350 autofl
CC1(C)Cc2c(sc(NC(=O)c3ccc(Br)o3)c2C#N)CO1	?	-3.3%[20.6 µM]	?
CSc1nnc(N(CCC#N)CCC#N)s1	i	7.7%[20.6 µM]	i
CCOC(=O)CSC1=C(C#N)C(c2ccc(C)cc2)C(C(=O)OC)C(=O)N1 (stereo unspecified)	i	7.9%[20.6 µM]	i
Nc1ccc2oc3ncccc3c(=O)c2c1	i	-5.9%[20.6 µM]	i
Cc1ccc(/C=N/n2nnnc2N)o1	?	8.6%[20.6 µM]	?
O=C(CSc1nc2ccccc2s1)Nn1cnnc1	i	-1.6%[20.6 µM]	i
CC(=O)C1=C(NC(=O)c2ccccc2F)C[C@@H]2[C@H]1C2(C)C	1.58e-08M*	13.2%[20.6 µM]	1.78e-08M*
CCOC(=O)c1c(C)n(C)c2ccc(OC)c(NC(=O)CN3CCN(Cc4ccccc4)CC3)c12	i	-2.2%[20.6 µM]	i
Cc1nc(NCCN)c(C#N)c2c1COC(C)(C)C2	1.33e-08M*	2.6%[20.6 µM]	1.58e-08M*
COc1ccc(-c2nc3n(c2Br)CCC3)cc1	i	0.0%[20.6 µM]	i
COC(=O)NC(Nc1sc2c(c1C(N)=O)CCCC2)(C(=O)OC)C(F)(F)F (stereo unspecified)	i	2.6%[20.6 µM]	i
CCOc1ccc2c(c1)n([O-])c1c([n+]2=O)CCCC1	5.99e-08M*	-0.3%[20.6 µM]	6.94e-08M*
CC1(c2cnc(Nc3ccccc3)s2)CCC(=O)O1 (stereo unspecified)	i	-2.6%[20.6 µM]	i
N#CC1=C(N)C(C#N)(C#N)[C@H](c2ccncc2)[C@H]2CN(C(=O)OCc3ccccc3)CC=C12	7.67e-08M*	-2.6%[20.6 µM]	1.03e-07M*
O=C(CNC1=NCCC1)c1ccc2c(c1)OCCO2	i	-5.0%[20.6 µM]	i
COc1ccc(CNc2oc(COc3ccccc3Cl)nc2C#N)cc1	?	-3.8%[20.6 µM]	?
Cn1ncc(N=Cc2ccccc2O)c1C(=O)Nc1ccccc1	i	0.0%[20.6 µM]	i
CCC(=O)N(Cc1cccs1)C1CCOC(C)(C)C1 (stereo unspecified)	i	-3.7%[20.6 µM]	i
Cc1cc(N2C(=O)C(=O)/C(=C(/O)c3ccc(F)cc3)C2c2ccc(F)cc2)no1 (stereo unspecified)	i	3.7%[20.6 µM]	i
N#Cc1nc(-c2cccs2)oc1NCc1ccccc1Cl	1.64e-07M*	-3.7%[20.6 µM]	2.06e-07M*

Seven compounds picked at random from those above:
SMILES	4MU fluor	Epigenetic mod	A350 autofl
O=C(CSc1nc2ccccc2s1)Nn1cnnc1	i	-1.6%[20.6 µM]	i
Cc1cc(N2C(=O)C(=O)/C(=C(/O)c3ccc(F)cc3)C2c2ccc(F)cc2)no1 (stereo unspecified)	i	3.7%[20.6 µM]	i
N#CC1=C(N)C(C#N)(C#N)[C@H](c2ccncc2)[C@H]2CN(C(=O)OCc3ccccc3)CC=C12	7.67e-08M*	-2.6%[20.6 µM]	1.03e-07M*
COC(=O)NC(Nc1sc2c(c1C(N)=O)CCCC2)(C(=O)OC)C(F)(F)F (stereo unspecified)	i	2.6%[20.6 µM]	i
CC1(C)Cc2c(sc(NC(=O)c3ccc(Br)o3)c2C#N)CO1	?	-3.3%[20.6 µM]	?
COc1ccc(CNc2oc(COc3ccccc3Cl)nc2C#N)cc1	?	-3.8%[20.6 µM]	?
CCOC(=O)c1c(C)n(C)c2ccc(OC)c(NC(=O)CN3CCN(Cc4ccccc4)CC3)c12	i	-2.2%[20.6 µM]	i

Reformatted with two lines to a compound: entries from further up.
Below each compound – 4MU fluor, Epigenetic mod, A350 autofl
CCOC(=O)c1c(C)n(C)c2ccc(OC)c(NC(=O)CN3CCN(Cc4ccccc4)CC3)c12
→ i, -2.2%[20.6 µM], i
Cc1nc(NCCN)c(C#N)c2c1COC(C)(C)C2
→ 1.33e-08M*, 2.6%[20.6 µM], 1.58e-08M*
COc1ccc(-c2nc3n(c2Br)CCC3)cc1
→ i, 0.0%[20.6 µM], i
COC(=O)NC(Nc1sc2c(c1C(N)=O)CCCC2)(C(=O)OC)C(F)(F)F (stereo unspecified)
→ i, 2.6%[20.6 µM], i
CCOc1ccc2c(c1)n([O-])c1c([n+]2=O)CCCC1
→ 5.99e-08M*, -0.3%[20.6 µM], 6.94e-08M*
CC1(c2cnc(Nc3ccccc3)s2)CCC(=O)O1 (stereo unspecified)
→ i, -2.6%[20.6 µM], i

(more compounds)
SMILES	4MU fluor	Epigenetic mod	A350 autofl
O=C(NC1CCS(=O)(=O)C1)c1c(NC(=O)C2COc3ccccc3O2)sc2c1CCCC2 (stereo unspecified)	i	0.0%[20.6 µM]	i
COC(=O)c1cc(Br)c(=O)n(Cc2cccnc2)c1	i	1.6%[20.6 µM]	i
COc1cc(N2C(=O)CSC23C(=O)Nc2ccccc23)cc(OC)c1OC (stereo unspecified)	i	3.7%[20.6 µM]	i
COCCNc1oc(-c2ccc(F)cc2)nc1C#N	?	7.4%[20.6 µM]	?
Cc1cccc(N(Cc2cc3ccccc3[nH]c2=O)C(=O)c2ccco2)c1C	i	11.1%[20.6 µM]	i
CCOC(=O)C1=C(CSc2nc3c(cc2C#N)CCC3)OC(N)=C(C#N)C1c1ccccc1 (stereo unspecified)	?	2.6%[20.6 µM]	1.26e-08M*
Cc1c(/C(O)=C2/C(=O)C(=O)N(CCN3CCOCC3)C2c2cccnc2)cnn1-c1ccccc1 (stereo unspecified)	i	0.0%[20.6 µM]	i
COc1cc(=O)n2c(-c3ccccc3)csc2n1	i	5.0%[20.6 µM]	i
CCN(CC)CCCn1c(C)cc2c(c1=O)C(c1ccc(OC)c(OC)c1OC)C(C#N)=C(N)O2 (stereo unspecified)	i	0.0%[20.6 µM]	i
Cc1cc(CC(=O)O)c(C)cc1CC(=O)O	5.29e-08M*	5.3%[20.6 µM]	6.27e-08M*
CCN1CC=C2C(C#N)=C(N)C(C#N)(C#N)[C@H](c3cccc(OC)c3OC)[C@H]2C1	1.08e-07M*	4.8%[20.6 µM]	1.27e-07M*
COc1cccc(Cn2c(OCC3CCCO3)nc3c2c(=O)n(C)c(=O)n3C)c1 (stereo unspecified)	i	-3.8%[20.6 µM]	i
CCCCCc1nc2sc3c(c2c(=O)n1N)CCC3	i	-2.6%[20.6 µM]	?
COc1ccc(C2/C(=C(/O)c3ccc(OC(C)C)cc3)C(=O)C(=O)N2CCCN2CCOCC2)cc1 (stereo unspecified)	?	0.0%[20.6 µM]	?
O=c1c(C=NCCCn2ccnc2)c(-c2ccccc2)[nH]n1-c1nc2ccccc2s1	i	-2.6%[20.6 µM]	i
CCCCOC(=O)c1[nH]c(C)c(C(=O)OC)c1C	3.61e-07M*	0.0%[20.6 µM]	4.5e-07M*
N#CC12CCCCC1CC1CCCCC1(C#N)N2Cc1cccnc1 (stereo unspecified)	i	-3.3%[20.6 µM]	i
CCOC(=O)C1CSc2[nH]c(=O)sc2C1c1ccccc1 (stereo unspecified)	?	-3.7%[20.6 µM]	?
CCCSc1nc(C)c(CC(=O)OCC)c(=O)[nH]1	i	2.2%[20.6 µM]	i
COc1ccc(/C(O)=C2\C(=O)C(=O)N(Cc3ccco3)C2c2cc(OC)ccc2OC)cc1 (stereo unspecified)	i	-3.7%[20.6 µM]	i
CN1CCCN(C(c2ccccc2)c2ccc(Cl)cc2)CC1 (stereo unspecified)	i	0.0%[20.6 µM]	i
CC1(C)CC(=O)C(C=NCCN2CCN(CCc3ccccc3)CC2)=C(O)C1	i	2.3%[20.6 µM]	i
COc1ccc(C2/C(=C(/O)c3cnn(-c4ccccc4)c3C)C(=O)C(=O)N2CCN(C)C)cc1OC (stereo unspecified)	i	0.0%[20.6 µM]	i
O=C(O)c1ccccc1S	?	6.2%[20.6 µM]	?
Cc1cc(C)nc(NC2=NCC(=O)N2c2ccc(Cl)cc2)n1	i	2.6%[20.6 µM]	i
CCN(CC)CCN1C(=O)C(=O)/C(=C(/O)c2ccc(F)cc2)C1c1ccncc1 (stereo unspecified)	i	6.1%[20.6 µM]	i
CC(C)(C)c1cccc(/C=N/O)c1O	i	-2.2%[20.6 µM]	i
NC(=O)C1CCN(CCC(=O)Nc2ccc(Br)cc2)CC1	i	0.0%[20.6 µM]	i
CCC1SC(N)=NC1=O (stereo unspecified)	i	-0.5%[20.6 µM]	i
O=C(Nc1cccnc1)c1cccnc1	i	7.9%[20.6 µM]	i
c1ccc2c(c1)NC(c1ccncc1)n1c-2nc2ccccc21 (stereo unspecified)	5.06e-07M*	7.4%[20.6 µM]	5.78e-07M*
CCN(CC)C(=O)COn1c(SCC(=O)N(CC)CC)nc2ccccc2c1=O	i	-3.7%[20.6 µM]	i
CCOC(=O)/C=c1\s/c(=C(\C#N)C(=O)OCC)n(-c2ccccc2)c1=O	i	3.7%[20.6 µM]	i
COc1ccc(-c2cc(-c3ccccc3)n3ncnc3n2)cc1	3.05e-07M*	2.4%[20.6 µM]	3.45e-07M*
COc1ccccc1-c1cc(-c2cc(Cl)ccc2O)n[nH]1	i	0.0%[20.6 µM]	i
Cc1c(Cl)cccc1N1C(=O)C2ON(c3ccccc3)C(c3cccnc3)C2C1=O (stereo unspecified)	?	2.2%[20.6 µM]	?
CSc1nc(N2CCCC2)c2c(c1C#N)CC(C)(C)OC2	2.23e-08M*	-2.6%[20.6 µM]	2.92e-08M*
COc1ccc(/C(O)=C2\C(=O)C(=O)N(c3cc(C)on3)C2c2ccccc2OC)cc1C (stereo unspecified)	i	2.2%[20.6 µM]	i
CC1CN(C2CCN(S(=O)(=O)c3ccc4ccccc4c3)CC2)CC(C)O1 (stereo unspecified)	i	-3.8%[20.6 µM]	i
CCc1cc(=O)oc2cc(C)c(CN3CCCC(C)C3)c(O)c12 (stereo unspecified)	?	0.0%[20.6 µM]	?
Cc1cc(C)nc(NC(=O)c2ccc(OC(C)C)cc2)n1	i	-3.7%[20.6 µM]	i
CN(Cc1ccccc1)c1ncnc2ccc(Br)cc12	i	2.6%[20.6 µM]	i
COc1ccc2c(c1)nc(N)n2Cc1ccccc1	i	9.7%[20.6 µM]	?
COc1ccc(OC)c(C2/C(=C(/O)c3ccc(C)cc3)C(=O)C(=O)N2Cc2ccco2)c1 (stereo unspecified)	i	-1.4%[20.6 µM]	i
CCCCCCOC(=O)CCn1[nH]c(=O)c2ccccc2c1=O	i	0.0%[20.6 µM]	i
COc1ccc(C2(CN(C(C)=O)C(C)=O)CCCC2)cc1OC	i	4.9%[20.6 µM]	i
O=C(O)c1cc2cccc(S(=O)(=O)N3CCOCC3)c2cc1O	1.89e-08M*	2.6%[20.6 µM]	2.39e-08M*
COc1ccccc1N(Cc1cc2cccc(C)c2[nH]c1=O)C(=O)C(C)C	i	3.7%[20.6 µM]	i
CC(=O)OCC(=O)[C@H]1CC[C@H]2[C@@H]3CCC4=CC(=O)CC[C@]4(C)[C@H]3CC[C@]12C	i	-0.7%[20.6 µM]	i
O=C(N(c1ccccc1)c1ccccc1)n1ccnc1	i	-3.7%[20.6 µM]	i
Cc1cc(C)nc(N(C#N)S(=O)(=O)c2ccccc2Cl)n1	1.63e-08M*	6.0%[20.6 µM]	1.79e-08M*
C=CCN1C(=O)CC(C(=O)NC)SC1=Nc1ccc(C(=O)OCC)cc1 (stereo unspecified)	3.42e-08M*	2.6%[20.6 µM]	4.3e-08M*
CC(=Nc1ccc(C)c(C)c1)C1=C(O)CCC1=O	i	-2.6%[20.6 µM]	i
O/N=C1\CCc2cc(Cl)ccc21	i	-2.2%[20.6 µM]	i
COc1ccccc1C(=O)Nc1cc(Cl)ccc1O	i	-2.6%[20.6 µM]	?
CC1(C)Cc2c(c(-c3ccccc3)nc3[nH][nH]c(=O)c23)CO1	i	-2.2%[20.6 µM]	i
C=CCOn1c(=O)c(-c2cc3ccccc3o2)[n+]([O-])c2ccccc21	?	2.3%[20.6 µM]	?
CC(C)CCNC(=O)[C@H](CC(C)C)NC(=O)[C@H]1O[C@@H]1C(=O)O	i	0.0%[20.6 µM]	i
Nc1nonc1-c1noc(N2CCOCC2)n1	i	-2.3%[20.6 µM]	i
CCCCCCn1c(SCCN2CCOCC2)nc2c1c(=O)[nH]c(=O)n2C	i	1.5%[20.6 µM]	i
More results.
SMILES	4MU fluor	Epigenetic mod	A350 autofl
CCOC(=O)C1=C[C@]2(CC)CCCN3CCc4c(n1c1ccccc41)[C@@H]32	i	34.6%[20.6 µM]	?
COc1ccc(/C(O)=C2\C(=O)C(=O)N(c3cc(C)on3)C2c2ccccc2OC)cc1 (stereo unspecified)	i	-1.7%[20.6 µM]	i
Cc1cc(NCC2CCCO2)n2c(nc3ccccc32)c1C#N (stereo unspecified)	4.7e-06M*	-3.8%[20.6 µM]	4.97e-06M*
CC(=O)O[C@]1(C(C)=O)CC[C@H]2[C@@H]3C=C(Cl)C4=CC(=O)CC[C@]4(C)[C@H]3CC[C@@]21C	i	-1.7%[20.6 µM]	i
Cc1c(/C(O)=C2\C(=O)C(=O)N(CCN(C)C)C2c2cccs2)cnn1-c1ccccc1 (stereo unspecified)	i	0.0%[20.6 µM]	i
CC(=O)OC12CC3CC(C1)C(=NO)C(C3)C2	i	-2.6%[20.6 µM]	i

Some of the compounds tested; count on the stated rates, not on these rows.
